Screening results as filed in PubChem BioAssay.
Yeast growth tox: Compounds toxic to wild-type S. cerevisiae growth. growth inhibition, % at 25 µM (by protocol). 30,000 compounds, 0.3% hits. A595 turbidity, 16 h. AID 685;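 active means mutant and wild-type yeast strains alike exhibit over 30% growth inhibition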;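 further: 0% = untreated cell controls and 100% = YPD media blanks without cells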
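Incubation: 16 h growth with compound, 30 °C; Material: S. cerevisiae wild-type or eIF2Bepsilon-R284H mutant strain; Signal: turbidity measured as absorbance at 595 nm; Medium: YPD yeast growth medium; Measure: growth inhibition (%) versus cell controls and blanks; Doses: 25 µM single dose.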
eIF2B yeast act: modulators of yeast eIF2B activity. S. cerevisiae eIF2B-epsilon R284H, GCN4-lacZ luminescence. inhibition, % at 25 µM (by protocol). 27,000 compounds, 0.91% hits. AID 688;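 active means mutant luminescence inhibited past about 50% while wild type luminescence and mutant growth stay under set limits, limit read from the data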; further: some compounds called inactive have numbers as strong as hits
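Material – yeast eIF2B-epsilon R284H mutant carrying GCN4–beta-galactosidase fusion · Medium – YPD yeast growth medium · Compound – one concentration, 25 µM, 0.25% DMSO · Times – 16 h at 30 °C exposure · Signal – Beta-Glo luminescence plus absorbance at 595 nm · Read-out – % inhibition of reporter signal and growth versus controls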
Yeast growth tox inhibition %: further read-out of Yeast growth tox, marked with its call; growth inhibition, %; S. cerevisiae eIF2Bepsilon-R284H mutant growth, A595 turbidity, 16 h;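 each compound tested once at 25 µM; 0% equals untreated cells and 100% equals cell-free medium blanks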
eIF2B yeast act mutant toxicity: also measured in eIF2B yeast act; calls as there; growth inhibition, %; measured here: mutant yeast growth, toxicity;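 each compound tested once at 25 µM; zero equals untreated control growth and 100 equals blank medium absorbance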
Active calls of the source: *; . = not tested or not shown. These rows are one share of the data, so the mix of outcomes need not match the whole.

SMILES,Yeast growth tox,Yeast growth tox inhibition %,eIF2B yeast act,eIF2B yeast act mutant toxicity
CN1CCN(C(=S)Nc2ccccc2Cl)CC1,21,13,.,.
CCn1c(SCC(=O)N2CCCC2)nnc1-c1ccc(N)cc1,.,.,15,.
CCOC(=O)c1c(C)sc2c1N(C(=O)CN(CC)CC)c1cc(Cl)ccc1S2,28,8,.,.
CC(=O)/C(C(=N)N1CCN(Cc2ccccc2)CC1)=C(\C)O,10,7,19,7
COC(=O)c1ccccc1NC(=O)CSc1nc(NC(=O)c2ccccc2)c2c(C)c(C)oc2n1,-5,5,5,5
COc1ccc(S(=O)(=O)NC(CC(=O)NCCc2ccc(OC)c(OC)c2)c2ccco2)cc1 (stereo unspecified),-32,-28,37,-28
CCOC(=O)c1ccc(NC(=O)CSc2nc(SC)ns2)cc1,11,9,19,9
Fc1ccc2nc(Nc3nc4c(s3)CCCC4)sc2c1,-16,-50,27,-50
CCn1c(-c2ccccc2O)n[nH]c1=S,19,-4,19,-4
CC1(C)CC(=O)C(C=NCCN2CCN(C(=O)c3ccc(F)cc3)CC2)=C(O)C1,-8,-7,-3,-7
CC(C)COc1ccc(C(=O)CCN2CCCCC2)cc1,11,0,16,.
O=C(CN(C1CCCCC1)S(=O)(=O)c1ccc(Cl)cc1)NCCCO,-11,11,40,11
CCOC(=O)C1CCN(CC(=O)Nc2cc(C)nn2-c2nc3ccccc3s2)CC1,2,-14,10,-14
CCCCC(OC(=O)c1cc2occc2n1C)C(=O)NCC1CCCO1 (stereo unspecified),6,16,25,16
CCOC(=O)C1(C)/C(=N/Nc2ccccc2)C(=O)C(=O)N1c1ccccc1 (stereo unspecified),-17,-6,30,-6
CCOC(=O)c1cc(NC(=O)C2CCCO2)cc(C(=O)OCC)c1 (stereo unspecified),9,7,.,.
CCc1cc2c(=O)n(N)c(CCC(=O)O)nc2s1,-19,-5,1,-5
CCC1=NC(c2ccc(OC)cc2OC)N(O)C1(C)C (stereo unspecified),14,-5,5,-5
C=CCn1c(SCC(=O)Nc2nc(C)cs2)nnc1C(CO)NC(=O)c1ccccc1 (stereo unspecified),-6,-13,.,.
COc1ccc(Cl)cc1NC(=O)CN1CCC(n2nnc3cc(C)ccc32)CC1,-46,-10,-2,-10
CCOC(=O)N1CCN(S(=O)(=O)c2cc(OCC(=O)NC3CCCCC3)c(C)cc2Cl)CC1,-2,4,6,4
CC(=O)Nc1cccc(NS(=O)(=O)c2cccc3nsnc23)c1,-13,5,-37,5
CCOC(=O)C1CCN(C(=O)c2ccc(SC)cc2OC)CC1,5,19,.,.
Cc1nc2ncnn2c(C)c1CCC(=O)NCc1ccccc1,3,15,8,15
COc1ccc(CCNC(=O)Cn2nnc(-c3cccs3)n2)cc1OC,-12,11,-9,11
CC(C)(C)N(Cc1ccccc1)C(=O)c1ccc2c(c1)OCCO2,5,22,15,22
COc1ccc2cc3cc(C(=O)NCc4cccs4)oc3nc2c1,-10,-8,.,.
Cc1ccc2cccc(NC(=S)NC(=O)c3ccn(C)n3)c2n1,.,.,-56,.
Cc1cc(C(=O)OCC(=O)NCCC(C)C)c2ccccc2n1,26,13,.,.
COc1ccc(C(=O)NC2CCN(CC(=O)Nc3cccc(C)c3)CC2)cc1OC,.,.,-17,.

Compound profiles, from the list above. Values in the order: Yeast growth tox	Yeast growth tox inhibition %	eIF2B yeast act	eIF2B yeast act mutant toxicity
CC(=O)/C(C(=N)N1CCN(Cc2ccccc2)CC1)=C(\C)O in the list: 10	7	19	7
CCc1cc2c(=O)n(N)c(CCC(=O)O)nc2s1 in the list: -19	-5	1	-5

Next section
SMILES,Yeast growth tox,Yeast growth tox inhibition %,eIF2B yeast act,eIF2B yeast act mutant toxicity
COc1ccccc1C(=O)Nc1ccc(NC(=O)c2ccco2)c(C)c1,13,5,35,5
CCOC(=O)C1CCN(CCC(=O)Nc2ccccc2)CC1,5,6,-37,6
COc1cc(S(=O)(=O)NC2CCCC2)ccc1F,10,5,.,.
Cc1cc2ncn(CCOc3ccccc3C#N)c2cc1C,9,15,-9,15
COc1ccc(N2C3=[N+](CC2(C)O)c2ccccc2CC3)cc1 (stereo unspecified),10,12,22,12
Cc1c(F)cccc1NS(=O)(=O)c1ccccc1C#N,15,-20,.,.
COc1ccc(C2CC(C(F)(F)F)n3nc(C(N)=O)c(Cl)c3N2)cc1OC (stereo unspecified),5,-3,-5,-3
COc1ccc(CCNC(=O)CSc2nnc(-c3ccc(F)cc3)o2)cc1OC,22,-10,-21,-10
COc1ccc(C)cc1S(=O)(=O)N1c2ccccc2CC1C (stereo unspecified),20,19,23,19
COC(=O)CSc1nc(N)c(C#N)c(C(C)C)c1C#N,-8,-7,-22,-7
COc1ccc(CCN2C(=O)CC(N3CCOCC3)C2=O)cc1OC (stereo unspecified),7,0,.,.
COc1ccc(Cl)cc1C(=O)OCC(=O)NC(=O)c1cccn1C,29,18,21,18
COc1cccc(CN(C)C(=O)c2ccc(S(=O)(=O)N3CCCC3)cc2)c1OC,-1,-7,26,-7
CCC(=O)N1CCCc2cc(S(=O)(=O)N3CCN(C4CCCCC4)CC3)ccc21,17,-11,22,-11
Cc1ccc2c(c1)c1ncnc(N3CCOCC3)c1n2C,-10,-5,13,-5
CCOC(=O)CSc1nnnn1-c1cc(OC)ccc1OC,0,-10,6,-10
O=C(Nc1ccc(Cl)cc1C(=O)NCC1CCCO1)c1ccco1 (stereo unspecified),3,0,4,.
CC1CCCC2(C1)NC(=S)N(c1ccccc1)N2 (stereo unspecified),-7,35,-24,35
O=C(O)c1cccc(Cn2c(Cl)c(/C=N/NC(=O)c3ccccc3)sc2=O)c1,-12,0,10,.
O=C(Nc1ccccc1-c1ccccc1)c1cnccn1,9,35,11,35
O=C(O)CSc1nnc(-c2ccccc2O)n1Cc1ccccc1,8,0,7,.
O=C(Nc1cccc2ccccc12)C1CCN(C(=O)NCc2ccccc2)CC1,-36,-9,5,-9
O=C(CSc1nc2ccccc2s1)NC(=O)NCc1ccco1,12,0,7,.
Fc1ccc(CSc2nncn2NCc2ccc3c(c2)OCO3)cc1,-22,-9,25,-9
CN(C)CCNc1ncnc2c1sc1nc(N3CCOCC3)c3c(c12)CC(C)(C)SC3,-12,-29,31,-29
CN(C)S(=O)(=O)c1ccc2c(c1)nc1n2CCC1,-20,5,-23,5
COc1ccc(OC)c(NC(=O)Cn2cc(C#N)c3ccccc32)c1,0,2,46,2
COc1ccccc1C1C2C(=O)N(c3ccccc3)C(=O)C2ON1c1ccccc1 (stereo unspecified),12,4,19,4
Cn1c(=O)c2c(-c3ccccc3)n3c4ccccc4ncc3c2n(C)c1=O,-3,-13,.,.
O=c1[nH]c2cc3c(cc2cc1CN(Cc1nnnn1CC1CCCO1)C1CCCCC1)OCO3 (stereo unspecified),16,-19,23,-19

Further structures.
Under each structure: Yeast growth tox	Yeast growth tox inhibition %	eIF2B yeast act	eIF2B yeast act mutant toxicity
- COc1cccc(-c2nnc(SCc3ccc(C#N)cc3)n2Cc2ccco2)c1
  -13	0	24	.
- COC(=O)C1=C(N)c2c(F)cccc2C1(C#N)c1ccccc1 (stereo unspecified)
  8	13	19	13
- CC(=O)Nc1cc(C(C)(C)C)c(O)c(C(C)(C)C)c1
  11	20	8	20
- CC(C)OC(=O)CSc1nnc(-c2cnccn2)n1C
  12	7	5	7
- FC(F)(F)c1nnc2ccc(N3CCN(c4ccccc4)CC3)nn12
  12	10	15	10
- Cc1nc(Oc2ccc(Cl)cc2)c2oc3ccccc3c2n1
  6	-43	-71	-43
- O=C(Nc1ccc(S(=O)(=O)NCc2ccccc2)cc1)Nc1ccc2c(c1)OCO2
  -57	-21	-16	-21
- CC(=O)Nc1ccc(C(=O)CSc2nnc3scc(-c4ccccc4)n23)cc1
  -62	-25	33	-25
- COc1ccc(S(=O)(=O)NCCC(=O)NCc2cccs2)cc1
  6	-5	26	-5
- CCNc1nc2nonc2nc1NCC
  -7	-18	.	.
- CCOC(=O)C1CCN(C(=O)c2cnn3c(C)cc(C)nc23)CC1
  -1	7	6	7
- COc1ccc(N2CCN(c3nc(NCCc4ccc(OC)c(OC)c4)nc(OC)n3)CC2)cc1
  -4	0	21	.
- COc1ccc(NC(=O)CCNC(=O)Cn2cnc3ccccc3c2=O)c(OC)c1
  -4	-5	-11	-5
- CCOc1ccc(-n2c3nc4ccccc4nc3c3c(=O)n(Cc4ccco4)cnc32)cc1
  -26	-12	-3	-12
- COc1ccc(Cl)cc1NC(=O)CSc1ncnc2c1oc1ccccc12
  .	.	-24	.
- CCOC(=O)c1sc(NC(=O)CSc2nc(C)cc(C)n2)c(C#N)c1C
  50	-19	8	-19
- CCOC(=O)N1CCC(NC(=O)c2cc3cc4cc(OC)ccc4nc3o2)CC1
  21	-11	22	-11
- O=C(COc1ccc2c(c1)OCO2)Nc1ccc2c(c1)oc1ccccc12
  -32	-12	7	-12
- COc1ccc(/C(C)=N/NC(=O)c2nc(C)cc(C)n2)cc1
  5	14	32	14
- O=S(=O)(NC1CCCCC1NS(=O)(=O)c1ccc(F)cc1)c1ccc(F)cc1 (stereo unspecified)
  -1	-26	6	-26
- CCOc1ccc(Oc2nc(NCC(C)C)nc(N(C)C)n2)nn1
  -7	-9	0	-9
- CC(=O)Nc1ccc(S(=O)(=O)NC2(C(F)(F)F)NC(=O)N(C3CCCC3)C2=O)cc1 (stereo unspecified)
  .	.	-4	.
- COC(=O)c1[nH]c2c(c1C)C(=O)CC(c1ccccc1)C2 (stereo unspecified)
  -11	-3	23	-3
- Cc1ccccc1OCC(=O)Nc1ccc2c(c1)OCO2
  3	-3	36	-3
- Cc1ccc(-n2nnnc2SC(C)C(=O)Nc2ccc(Cl)cn2)cc1 (stereo unspecified)
  -2	-18	23	-18
- CCc1nc2scc(-c3cccs3)c2c(=O)o1
  3	-24	-20	-24
- O=C(NCc1ccncc1)c1nnc(Cc2c(F)cccc2Cl)o1
  18	6	14	6
- c1ccc(-c2nc(NCc3ccco3)c3oc4ccccc4c3n2)cc1
  -27	-5	16	-5
- COC(=O)c1[nH]c2ccccc2c1NC(=O)CN1CCN(C/C=C/c2ccccc2)CC1
  16	19	22	19
- O=C(O)CSc1cnc2ccccc2n1
  40	9	18	9

Reformatted with each value named: four of the compounds above
> Cc1nc(Oc2ccc(Cl)cc2)c2oc3ccccc3c2n1
  Yeast growth tox: 6
  Yeast growth tox inhibition %: -43
  eIF2B yeast act: -71
  eIF2B yeast act mutant toxicity: -43
> CCOc1ccc(-n2c3nc4ccccc4nc3c3c(=O)n(Cc4ccco4)cnc32)cc1
  Yeast growth tox: -26
  Yeast growth tox inhibition %: -12
  eIF2B yeast act: -3
  eIF2B yeast act mutant toxicity: -12
> COc1ccc(NC(=O)CCNC(=O)Cn2cnc3ccccc3c2=O)c(OC)c1
  Yeast growth tox: -4
  Yeast growth tox inhibition %: -5
  eIF2B yeast act: -11
  eIF2B yeast act mutant toxicity: -5
> COc1cccc(-c2nnc(SCc3ccc(C#N)cc3)n2Cc2ccco2)c1
  Yeast growth tox: -13
  Yeast growth tox inhibition %: 0
  eIF2B yeast act: 24
  eIF2B yeast act mutant toxicity: .

Remaining list, next part.
Under each structure: Yeast growth tox	Yeast growth tox inhibition %	eIF2B yeast act	eIF2B yeast act mutant toxicity
- Cc1ccc(C2CC(=O)c3cnc(N4CCc5ccccc5C4)nc3C2)cc1 (stereo unspecified)
  19	5	19	5
- CC(C)N=Cc1c(O)[nH]c2ccccc12
  8	28	.	.
- O=C(Nc1nc2ccc(S(=O)(=O)N3CCCC3)cc2s1)C1CCCO1 (stereo unspecified)
  3	-18	19	-18
- Cc1cc(N2C(=O)C(O)=C(C(=O)c3ccco3)C2c2cccnc2)no1 (stereo unspecified)
  13	15	12	15
- O=c1c(-c2ccccc2)coc2c(CN3CCOCC3)c(O)ccc12
  14	3	17	3
- CNC(=O)c1cc2c(=O)n3cc(C)ccc3nc2n(C(C)C)c1=N
  -3	-5	2	-5
- O=C(NCc1ccco1)c1cc2ccccc2c(=O)o1
  27	11	24	11
- CCCNc1cc(=O)n(C)c(=O)n1C
  -12	-18	16	-18
- CCC(C)NC(=O)c1cnn2c1NC(c1cccs1)CC2C(F)(F)F (stereo unspecified)
  5	0	7	.
- O=[N+]([O-])c1ccc(-c2ccc(C=Nc3cccc4ccccc34)o2)cc1
  -9	7	8	7
- CC1(C)CC(=O)c2c(O)cc(OCc3ccc(Br)cc3)cc2O1
  12	5	.	.
- CCn1ncc(C2=NOC(C(=O)Nc3cccc(C(C)=O)c3)C2)c1C (stereo unspecified)
  7	-5	29	-5
- Cc1ccc(-c2csc(NC(=O)COC(=O)c3cccc(S(=O)(=O)N4CCOCC4)c3)n2)cc1
  -2	14	2	14
- CCS(=O)(=O)NCCc1csc(-c2ccccc2)n1
  -2	5	14	5
- COc1ccc(Oc2c(C)oc3cc(OC(=O)N4CCOCC4)ccc3c2=O)cc1
  23	-7	.	.
